E-selectin induc: E-selectin induction in HUVECs, primary screen, imaging, HUVEC, immunofluorescence imaging, single point | normalized: neutral wells 0, TNF-alpha wells 100 | activation, % at 7.58 µM | 260,000 tested, 0.37% active | AID 686992, 2013;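 active means mean E-selectin-positive cell signal at least 10% of the positive control, reached in at least 60% of replicates, without over 20% cell loss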;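 further: in these data hits start at about 27%; measured in HUVEC primary endothelial cells; signal is the percent of cells scored E-selectin positive by PE staining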
Target sequence (P16581 whole entry, looked up): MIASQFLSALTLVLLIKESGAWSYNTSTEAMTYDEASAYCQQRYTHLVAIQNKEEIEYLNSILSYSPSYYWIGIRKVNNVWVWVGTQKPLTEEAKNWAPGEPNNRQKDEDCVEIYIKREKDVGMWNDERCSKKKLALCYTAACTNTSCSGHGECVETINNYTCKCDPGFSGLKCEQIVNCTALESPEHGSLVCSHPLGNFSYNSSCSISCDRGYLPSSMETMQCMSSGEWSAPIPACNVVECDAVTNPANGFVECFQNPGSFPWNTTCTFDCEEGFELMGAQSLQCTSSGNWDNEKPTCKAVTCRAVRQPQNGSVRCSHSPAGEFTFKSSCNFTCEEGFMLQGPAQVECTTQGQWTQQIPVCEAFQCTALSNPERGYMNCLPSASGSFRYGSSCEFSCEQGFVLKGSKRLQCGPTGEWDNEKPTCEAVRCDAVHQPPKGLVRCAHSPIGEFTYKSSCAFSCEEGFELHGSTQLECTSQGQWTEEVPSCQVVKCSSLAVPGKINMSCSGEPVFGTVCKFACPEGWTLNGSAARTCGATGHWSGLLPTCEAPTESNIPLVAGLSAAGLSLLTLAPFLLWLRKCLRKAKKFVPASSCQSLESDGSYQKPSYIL
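System: HUVEC, human umbilical vein endothelial cells; quantity: 3,000 cells/well; buffer or medium: EGM-2 medium, gelatin-coated wells; dosing: single-point compound dose; detection: immunofluorescence imaging; evaluation: % PE-positive cells; benchmarks: TNF-alpha, DMSO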
F508del corr: F508del CFTR correction, initial screen, CFBE line, single point; activity (quench increase), % at 7.58 µM; CFBE cells, YFP halide quenching; stimulated with forskolin plus potentiator P3; % fluorescence drop versus neutral controls; 350,000 tested, 0.36% active;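 active means mean added fluorescence quench of at least 8% versus neutral control, with both replicates also reaching 8%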;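 further: cells transiently co-express mutant CFTR-F508del with the halide-sensitive YFP; corrector assay measuring rescue of mutant channel to the surface after 24 h compound exposure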
Xi reactivation: activators of inactive X chromosome reactivation, primary screen, imaging, XiGFP fibroblasts, GFP high-content imaging, set 2; AID 743238, 2013; XiGFP mouse fibroblasts, % GFP-positive cells imaging, 3 d; cells co-treated with 5-aza-dC sensitizer; scaled so ellipticine positive control = 100%; 360,000 tested, 0.055% active; activation, % at 7.58 µM;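 active means mean normalized replicate activation at least 10% and every replicate at or above 10%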;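 further: 0% = median of on-plate neutral control wells and 100% = ellipticine 6 µM median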
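material = 68-5-11 XiGFP fibroblast line | medium = DMEM plus 5-aza-dC sensitizer | schedule = 3 days compound exposure | benchmarks = positive control ellipticine, 6 µM final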
RAD54 inh: inhibitors of human RAD54 branch migration, primary screen, biochemical, fluorescence, single point. DNA repair and recombination protein RAD54-like (Homo sapiens), Q92698. RAD54 Holliday junction branch migration, FAM/BHQ fluorescence. inhibition, % at 10.4 µM. 360,000 tested, 0.14% active. AID 602329, 2012;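 active means mean normalized replicate activity at least 40 and at least half of replicates scoring 40 or more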;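 further: 0% = median of neutral control wells and 100% = median of positive control wells; inhibitors cause a drop in the FAM fluorescence signal; in these data hits start at about 50%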
Casp6 inh: human caspase-6 inhibitors, primary screen, biochemical, VEID-R110 fluorescence, single point, set 2. 350,000 tested, 0.53% active. purified caspase-6, Z-VEID-R110 cleavage fluorescence. P55212. inhibition, % at 12.5 µM. AID 686996, 2013;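 active means mean inhibition across replicates at least about 35%, with every replicate also reaching that limit, limit read from the data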;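 further: 0% = median of neutral control wells and 100% = no fluorescence left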
RAD52 inh: RAD52 DNA annealing inhibitors, primary screen, biochemical, FRET, single point, set 2; AID 651710, 2012; inhibition, % at 18.7 µM; 360,000 tested, 0.46% active; recombinant RAD52 DNA annealing, FRET fluorescence; DNA repair protein RAD52 homolog (Homo sapiens), P43351;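 active means every replicate showing at least 50% inhibition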
Target sequence (P43351 whole entry, looked up): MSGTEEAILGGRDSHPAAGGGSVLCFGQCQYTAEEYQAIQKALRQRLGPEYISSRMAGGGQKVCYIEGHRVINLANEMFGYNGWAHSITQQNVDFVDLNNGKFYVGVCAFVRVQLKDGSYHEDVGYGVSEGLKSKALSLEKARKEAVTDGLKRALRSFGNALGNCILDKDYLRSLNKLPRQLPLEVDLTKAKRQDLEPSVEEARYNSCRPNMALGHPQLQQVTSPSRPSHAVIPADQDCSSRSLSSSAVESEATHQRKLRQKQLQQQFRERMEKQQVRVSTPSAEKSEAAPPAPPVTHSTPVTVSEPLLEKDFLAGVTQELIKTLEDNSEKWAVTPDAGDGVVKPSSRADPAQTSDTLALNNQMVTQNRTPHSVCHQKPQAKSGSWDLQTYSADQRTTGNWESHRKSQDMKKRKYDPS
DENV2 CPE rescue: inhibitors of DENV2 cytopathic effect, primary screen, cell-based, plate reader, single concentration; CPE inhibition, % at 9.99 µM; DENV2-infected cells, cytopathic effect rescue; 350,000 tested, 1.7% active; AID 651640, 2012; in the data active means CPE inhibition above about 20%, passing the limit was not always enough; tested in BHK-21 cells;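 further: 0% = median of neutral control wells and 100% = median of positive control wells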
INS-1E GSIS act: GLuc luminescence reporter in INS-1E cells, primary screen for activators of glucose-dependent secretion of insulin; INS-1E GLuc reporter insulin secretion, 2-3 h; 370,000 tested, 0.61% active; activation, % at 16.6 µM; AID 743287, 2014;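 active means lowest replicate activation of at least 40%, so every replicate reaches that level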;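 further: 0% = median of neutral control wells and 100% = median of IBMX positive control wells; some compounds called inactive have numbers as strong as hits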
An asterisk follows results filed as active; . = not tested or not shown.

SMILES	E-selectin induc	F508del corr	Xi reactivation	RAD54 inh	Casp6 inh	RAD52 inh	DENV2 CPE rescue	INS-1E GSIS act
CCOc1ccccc1N(CC)C(=O)Cn1ncc2c(=O)oc3ccccc3c21	0.0	-0.1	0.0	8.3	0.8	-13.1	0.7	.
c1ccc(N=Nc2ccc(C3=NCCO3)cc2)cc1	-2.7	-0.9	0.4	1.7	2.4	0.2	4.9	-2.6
O=C(NCCc1ccccc1C(F)(F)F)c1cc(COc2ccccc2)on1	.	0.6	0.0	-3.6	-0.7	-8.1	5.5	.
O=C(O)C[C@H]1C=C[C@H](NC(=O)Nc2cc(F)ccc2F)[C@H](CO)O1	0.8	-0.8	0.5	-2.9	-1.8	3.7	-4.5	-4.0
CCNC(=S)N1CCN(C(=O)C(Cc2ccccc2)NC(C)=O)CC1 (configuration not stated)	5.2	-1.2	0.0	-8.9	-0.9	-8.3	4.2	5.9
CC(=NNC(=O)c1ccncc1)c1ccc(Cl)cc1Cl	-0.1	-0.9	0.4	-3.2	2.7	-7.7	-1.1	17.3
C[C@@H]1CN([C@H](C)CO)C(=O)c2cc(NC(=O)Cc3ccccc3)ccc2O[C@@H]1CN(C)C(=O)Nc1ccc2c(c1)OCO2	-4.1	4.6	0.1	10.6	2.3	3.9	5.4	-5.2
OC[C@@H]1[C@@H](c2ccc(C#CC3CCCC3)cc2)[C@H]2CN(CCC(F)(F)F)CCCCN12	-0.9	5.8	0.0	22.6	-0.6	12.7	3.5	169.7*
COc1ccc(N2CCN(CCS(=O)(=O)c3cc(Cl)ccc3Cl)CC2)cc1	.	-3.1	0.1	-4.1	2.3	2.3	10.8	2.6
C[C@@H]1CCCCO[C@@H](CN(C)Cc2ccccc2)[C@H](C)CN([C@@H](C)CO)C(=O)c2cc(NC(=O)Nc3cccc4ccccc34)ccc2O1	.	-6.7	0.1	-11.3	2.6	10.3	-25.6	7.0
Cc1ccc(NC(=O)C2CCCN(S(=O)(=O)c3ccc4[nH]c(=O)ccc4c3)C2)nc1 (configuration not stated)	.	-0.6	0.1	1.1	9.1	-11.4	1.8	9.9
CCCCOc1ccc(C(=O)N2CCNC(=O)C2)cc1	0.1	3.2	0.2	3.8	0.8	-1.3	-2.7	-5.8
Cc1ccc(C(=O)CSc2nnc(Cn3nnc4ccccc43)n2C)cc1	.	-1.8	.	2.5	0.5	-1.3	11.7	-4.8
O=C1[C@@H]2[C@H](C(=O)N1CC(O)COCc1ccccc1)C1C=C[C@H]2C1 (some centres not stated)	-0.2	-1.5	0.0	-1.3	1.3	2.4	6.9	11.9
CCS(=O)(=O)Nc1cccc(C2=NN(C(=O)c3ccco3)C(c3ccco3)C2)c1 (configuration not stated)	1.1	1.7	0.1	4.2	-0.1	-38.0	-0.8	11.0
Cc1nnc(Nc2ccc(F)cc2)c2ccccc12	0.1	1.2	0.0	-2.4	1.0	-3.4	-5.1	-6.5
COc1ccc(-c2[nH]ncc2CNC(C)CCn2cccn2)cc1F (configuration not stated)	.	1.1	-0.2	4.7	2.3	-22.8	-3.8	8.3
CCc1nc2c(OCC(=O)C(C)(C)C)cccn2c1N(C=O)Cc1ccccc1	0.9	2.3	-0.1	9.7	5.1	-132.0	-3.4	-3.8
Cc1c(C(=O)N2CCN(CC(=O)Nc3ccccc3Cl)CC2)oc2ccc(Br)cc12	-0.3	-0.1	0.2	1.2	0.6	-7.6	6.7	-21.8
Cc1cc2c(Nc3ccccc3O)ncnc2s1	0.5	-2.4	0.3	-3.2	-0.7	-14.9	-6.6	-10.6
CC(C)[C@@H](COc1ccccc1)N1CCN(Cc2ccccc2)CCC1=O	-0.7	-1.1	0.0	11.5	.	-12.1	11.9	-22.6
O=C(Nc1ccc(F)cc1F)c1cc(-c2ccco2)nc2ccccc12	.	1.7	0.3	-1.7	2.8	-27.3	3.1	0.9
O=C(Cc1ccccc1)Nc1nc(-c2cccs2)cs1	.	.	.	8.6	-3.7	0.7	.	1.5
C[C@H]1CN([C@@H](C)CO)C(=O)c2cc(C3=CCCC3)cnc2O[C@@H]1CN(C)C(=O)c1ccc(F)cc1	-0.3	-3.0	-0.8	6.6	-1.9	8.1	-0.7	-11.6
CSc1nsc(SCC(=O)Nc2cccc(NC(C)=O)c2)n1	0.4	1.1	0.0	-2.4	-1.6	-14.2	5.0	19.1
Cc1ccc(NC(=O)c2c([N+](=O)[O-])c(C(C)(C)C)nn2C)c(C)c1	.	-2.3	0.1	.	-2.5	-6.2	-3.7	-3.8
C/C(=N\NC(N)=S)C1=CCC2C3CC[C@H]4CC(O)CC[C@]4(C)C3CC[C@]12C (some centres not stated)	3.1	6.1	-0.1	0.6	3.3	-5.9	4.3	2.7
CCCOc1ccc(C(=O)CCC(=O)NNC(=O)c2cccs2)cc1	.	0.5	-0.5	-7.6	-1.3	-1.8	4.9	0.8
Cc1cc(CNC(=O)CC2C(=O)NCCN2CC(C)(C)C)nn1C (configuration not stated)	0.6	3.8	0.3	.	3.4	-48.3	.	-2.8
CCS(=O)(=O)n1nc(-c2cccnc2)nc1NCc1ccc(F)cc1	.	-2.1	-0.1	.	2.2	5.9	0.1	23.4

3 entries picked at random from the list so far:
SMILES	E-selectin induc	F508del corr	Xi reactivation	RAD54 inh	Casp6 inh	RAD52 inh	DENV2 CPE rescue	INS-1E GSIS act
O=C(Nc1ccc(F)cc1F)c1cc(-c2ccco2)nc2ccccc12	.	1.7	0.3	-1.7	2.8	-27.3	3.1	0.9
Cc1c(C(=O)N2CCN(CC(=O)Nc3ccccc3Cl)CC2)oc2ccc(Br)cc12	-0.3	-0.1	0.2	1.2	0.6	-7.6	6.7	-21.8
CCc1nc2c(OCC(=O)C(C)(C)C)cccn2c1N(C=O)Cc1ccccc1	0.9	2.3	-0.1	9.7	5.1	-132.0	-3.4	-3.8

Next section
SMILES	E-selectin induc	F508del corr	Xi reactivation	RAD54 inh	Casp6 inh	RAD52 inh	DENV2 CPE rescue	INS-1E GSIS act
Nc1nnc(CC(=O)N/N=C/c2ccc(-c3cccc(C(=O)O)c3)o2)s1	2.4	6.8	0.0	-10.5	6.5	-38.5	0.7	-0.1
C#CCN(Cc1ccco1)C(=O)c1nnc2c3cc(OC)ccc3n(S(=O)(=O)c3ccc(OC)cc3)c2n1	-0.2	-1.0	0.0	.	-1.1	-20.7	-2.5	-24.9
O=c1oc2cc(O)c(Cl)cc2c2ccccc12	0.6	.	0.0	3.6	.	.	.	-0.7
COc1ccccc1Cc1c(-c2ccc(Cl)cc2)nc2c(C)cc(Br)cn12	.	2.4	0.3	-1.4	-0.1	-47.0	-6.4	.
Cc1ccc(S(=O)(=O)N2CCCN(C(=O)CNC(=O)c3ccccc3)CC2)cc1	.	-7.1	0.2	.	-1.4	-2.9	-7.8	6.1
O=C(C[C@H]1CC[C@@H]2[C@H](COC[C@H](O)CN2Cc2ccccc2)O1)NCc1ccccc1Cl	0.2	-1.8	0.0	0.4	-0.7	-5.8	4.4	-6.4
COc1cccc(CNC(=O)C2CCN(S(=O)(=O)c3ccc4c(c3)C(C)(C)C(=O)N4C)CC2)c1	-0.3	-0.7	0.1	-5.8	2.0	-6.5	-9.5	-11.3
CCNc1cccc2c1C(=O)N(C)C2=O	.	2.4	.	-8.8	-0.4	6.2	2.0	2.4
Cn1cc(S(=O)(=O)N2CCC(Cc3ccccc3)CC2)c(=O)n(C)c1=O	0.1	1.7	0.0	0.7	1.0	-11.3	-7.0	-12.1
N/C(=N\NC(=O)c1ccc(Cl)cc1)c1cnccn1	.	.	-0.1	.	8.8	-6.3	-5.8	16.3
O=C(Nc1nnc(-c2ccccc2)o1)Nc1ccc(F)cc1F	-0.1	-0.1	0.2	.	-0.4	-6.8	0.4	7.0
Cc1ccc2cc(CCNC(=O)c3ccco3)c(=O)[nH]c2c1C	-0.2	-2.2	0.1	-7.2	-3.7	-47.3	-1.2	5.2
NC(=O)[C@@H]1CCCN1Cc1nc(Cc2cccc(C(F)(F)F)c2)no1	.	1.9	0.0	-2.1	.	-3.5	3.7	-11.7
O=C(CCNC(=O)c1ccccc1Cl)Nc1nc2ccccc2[nH]1	0.0	0.6	0.1	-4.1	-0.5	-3.1	-1.4	-1.5
O=C(Nc1ccc(Oc2ccccc2)cc1)N[C@@H](Cc1ccccc1)C(=O)O	0.0	-0.4	0.0	-2.0	-0.5	-23.4	-3.5	-14.2
O=[N+]([O-])c1ccc(/C=C/C2=NN(c3ccccc3)C(c3ccco3)C2)o1 (configuration not stated)	.	16.1*	5.2	.	.	-67.0	-2.0	-8.7
CCC(=O)N1CCC(C)(C(=O)NCc2ccc(F)cc2)C1 (configuration not stated)	0.1	2.5	0.3	3.4	-2.5	-21.7	-6.1	16.7
O=C(Cn1cc([N+](=O)[O-])cn1)Nc1nc2ccccc2s1	.	-0.7	.	.	14.8	12.6	.	-1.9
COc1cccc(NC(=O)CN(C2=NC3CS(=O)(=O)CC3S2)c2cccc(C)c2)c1 (configuration not stated)	0.3	3.8	-0.1	3.4	0.6	-16.1	-2.4	9.4
C[C@H]1CN([C@@H](C)CO)C(=O)Cc2cc(NC(=O)c3ccncc3)ccc2O[C@H]1CN(C)C	0.9	0.7	-1.3	8.5	-0.2	-3.0	-1.6	4.6
N#Cc1nc(Cc2ccccc2)oc1N1CCN(c2cccc(Cl)c2)CC1	.	1.5	.	8.2	-0.7	-19.5	0.9	.
NCCCn1cnc2ccccc21	-0.1	-2.5	0.5	.	-0.7	-6.6	-0.3	-10.5
CCN(CC(=O)Nc1cc(Cl)ccc1C)C(=O)C1COc2ccccc2O1 (configuration not stated)	0.3	0.1	0.0	3.0	4.6	-14.0	-10.3	-10.6
O=C1CN(C(=O)/C=C/c2ccc(Br)cc2)CCN1	.	-1.0	0.0	-3.2	-4.4	-11.5	-0.6	-18.9
O=C(ONC(=O)C1C2C=CC(C2)C1C(=O)NOC(=O)c1ccccc1)c1ccccc1 (configuration not stated)	-0.1	0.2	0.0	3.8	1.3	-9.6	-3.6	-23.2
COc1ccc(S(=O)(=O)N(C)C[C@@H]2OCCCC[C@H](C)Oc3ccc(NS(=O)(=O)c4ccc(F)cc4)cc3C(=O)N([C@H](C)CO)C[C@H]2C)cc1	-0.2	-1.5	0.9	9.5	2.6	13.2	-4.0	13.7
COc1ccc(N(CC(=O)N2CCN(c3ccccc3F)CC2)S(=O)(=O)c2ccc(C)cc2)cc1	.	-2.1	0.3	8.1	-0.4	-24.4	2.8	-39.5
CC(C)NC(=O)Nc1ccc2c(c1)C(=O)N([C@H](C)CO)C[C@H](C)[C@H](CN(C)Cc1ccc(Cl)c(Cl)c1)O2	13.4	-0.3	-1.3	-0.6	0.2	9.0	-14.1	-6.7
O=C(O)c1ccc(NC2=C(n3nnc4ccccc43)C(=O)c3ccccc3C2=O)cc1	0.7	-1.9	5.3	.	82.6*	-9.0	-6.3	-2.2
CCCCNC(=O)C1(C)CCCCN1Cc1ccccc1-c1ccccc1 (configuration not stated)	-0.8	-0.5	0.1	7.2	-1.4	-8.1	-2.3	-5.1
COc1cc(C(=O)NCCC(=O)NCc2c(F)cc(F)cc2F)cc(OC)c1OC	.	-1.4	0.0	8.2	-2.5	-11.8	-3.2	-1.7

Source: PubChem

Random draw from the library, and some 3.7% of all compounds hit somewhere here.
